Screening data deposited in PubChem BioAssay by several laboratories.
Diaphorase inh – inhibits diaphorase or chemically oxidizes, flagging diaphorase assay artifacts | diaphorase resazurin-to-resorufin fluorescence, NADH, 16 min; bacterial (C. kluyveri) enzyme, not human | inhibition, % at 20 µM | actives 0.69% (n = 190,000);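 active means primary screen inhibition at 20 µM above a set limit, cut at about 50% in these data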;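 further: plate controls were DMSO with full reaction for no effect and wells lacking NADH for full effect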
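Assay system – diaphorase enzyme from Clostridium kluyveri · Amount – diaphorase 0.14 U/mL (working solution) · Times – reaction incubation of 16 min at room temperature · Controls – No-NADH positive control and DMSO neutral control · Signal – resorufin fluorescence 544/590 nm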
G6PDH CS – counter-screen for G6PDH assay hits: L. mesenteroides G6PDH inhibition; Purified L. mesenteroides G6PDH, diaphorase/resazurin coupled fluorescence, 45 min; inhibition, % at 5 µM; actives 0.12% (n = 200,000); AID 1020
TLR4-MyD88 BLA – inhibitors of human TLR4-MyD88 binding; inhibition, % at 8.4 µM; AID 861; O00206+Q99836; actives 0.18% (n = 200,000); HeLa CL3-4 TLR4/MyD88 BLA complementation, FRET ratio; in the data active means inhibition above about 25%;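 further: 0% = vehicle and 100% = reference inhibitor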
RAM network inh – blocks the yeast RAM network; actives 1.8% (n = 190,000); inhibition, % at 50 µM; AID 868; S. cerevisiae dse1pr::URA3 reporter, 5-FOA growth OD615, 2 d; analog-sensitive cbk1-as2 kinase mutant strain;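 active means inhibition above a set limit, 3 SD over mean compound inhibition, cut at about 8.4% in these data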;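 further: 0% = DMSO-only wells with no growth and 100% = 10 µM 1-NA-PP1 full growth; inhibition rescues growth on 5-FOA so higher OD means more RAM inhibition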
S1P3 antagonist – S1P3 (human) receptor antagonism. CHO S1P3 NFAT-BLA reporter, FRET fluorescence, antagonist mode. inhibition, % at 4.98 µM. actives 0.27% (n = 170,000). Q99500;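 active means inhibition above the plate cutoff, the mean inhibition of test wells on that plate plus 3 SD, cut at about 28% in these data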;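 further: cells challenged with S1P at its EC80 of 0.8 µM; blue over green emission ratio from cleaved BLA substrate after 4 h stimulation; 0% = S1P-stimulated wells and 100% = unstimulated DMSO-only wells; some compounds past the cut are filed as inactive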
Target sequence (Q99500 whole entry, looked up): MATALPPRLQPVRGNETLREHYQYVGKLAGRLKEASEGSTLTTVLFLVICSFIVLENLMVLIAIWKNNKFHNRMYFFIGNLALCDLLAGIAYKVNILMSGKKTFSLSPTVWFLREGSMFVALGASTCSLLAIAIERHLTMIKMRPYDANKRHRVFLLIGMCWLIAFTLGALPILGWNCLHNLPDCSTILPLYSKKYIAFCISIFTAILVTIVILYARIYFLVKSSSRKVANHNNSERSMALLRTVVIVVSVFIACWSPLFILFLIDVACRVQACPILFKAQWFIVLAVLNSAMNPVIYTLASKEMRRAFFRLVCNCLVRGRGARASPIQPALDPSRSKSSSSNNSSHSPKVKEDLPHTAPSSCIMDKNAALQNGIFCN
Hsp70 act – Hsp70 transcriptional activation, primary screen; HeLa Hsp70 promoter luciferase reporter, luminescence; scaled: vehicle 0, proteasome-inhibitor control 100%; activation, % at 10 µM; actives 0.04% (n = 200,000);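 active means activation above the mean across all tested compounds plus 3 SD, cutoff set per campaign, cut at about 5.5% in these data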;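 further: 100% = MG132 at 30 µM as the positive control and 0% = DMSO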
DTT redox prof – compounds producing H2O2 with reducing agent – biochemical, NIH compound library profiling, artefact control for MLSCN library redox annotation, primary screen. actives 0.03% (n = 200,000). activation, % at 10 µM. DTT-dependent redox cycling H2O2, phenol red/HRP absorbance; 100% = 100 µM peroxide control, 0% = buffer. AID 878;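 active means activation of at least 50% relative to the plate's high and low controls in the primary single-dose screen; inactive means activation below 50%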;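 further: compound incubated with DTT at 0.8 mM final as the reducing agent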
PMI activator – increases human mannose-6-phosphate isomerase activity; purified human PMI, coupled resazurin fluorescence, 20 min; hits give high values; 1 = vehicle control, 0 substrate-free wells; actives 0.005% (n = 190,000); AID 1214; P34949; activation factor at 20 µM;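 active means activation factor of 2 or more at 20 µM, relative to plate controls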
Target sequence (P34949 whole entry, looked up): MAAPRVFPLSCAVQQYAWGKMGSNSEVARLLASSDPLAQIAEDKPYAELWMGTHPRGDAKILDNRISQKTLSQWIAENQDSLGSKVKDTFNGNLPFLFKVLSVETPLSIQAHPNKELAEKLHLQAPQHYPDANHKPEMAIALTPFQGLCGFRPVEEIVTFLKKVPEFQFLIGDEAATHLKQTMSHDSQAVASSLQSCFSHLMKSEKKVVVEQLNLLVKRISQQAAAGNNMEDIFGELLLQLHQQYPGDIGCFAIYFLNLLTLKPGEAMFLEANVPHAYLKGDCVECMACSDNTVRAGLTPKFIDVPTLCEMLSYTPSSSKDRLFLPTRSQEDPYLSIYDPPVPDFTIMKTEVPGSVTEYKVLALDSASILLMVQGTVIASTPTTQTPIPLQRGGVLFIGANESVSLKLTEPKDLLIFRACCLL
Diaphorase act – activates diaphorase or chemically reduces, flagging diaphorase assay artifacts; activation factor at 20 µM; Diaphorase/resazurin coupled assay, resorufin fluorescence, 16 min; hits give high values; 1 = vehicle wells, 0 = NADH-free wells; AID 1229; actives 0.005% (n = 190,000);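 active means diaphorase activity raised at least twofold by the compound at 20 µM; inactive means activation factor below 2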
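Material: bacterial diaphorase enzyme (C. kluyveri); amount: enzyme 0.07 U/mL final; reagent: NADH substrate 0.114 mM plus resazurin dye 0.1 mM, final; doses: single compound dose of 20 µM, 1% DMSO final; timing: 16 min enzyme reaction, ambient temperature; measured by: fluorescence of resorufin, 544 nm excitation, 590 nm emission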
L major viab – reduces viability of Leishmania major promastigotes; AID 1063; resazurin fluorescence viability; actives 9% (n = 200,000); inhibition, % at 10 µM;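 further: promastigotes grown with compound for 44 hours at 28 °C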
PMI act satM6P – PMI (human) activation, high substrate; P34949; coupled PMI enzyme assay, resazurin fluorescence, 20 min; hits give high values; 1 = untreated enzyme, 0 = substrate-free blank; activation factor at 20 µM; actives 0.34% (n = 190,000); AID 1216;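 active means activation factor of 2 or more at 20 µM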
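Test system – human PMI in coupled enzyme assay · Timing – 20 min incubation at room temperature · Detection – Diaphorase-driven resazurin-to-resorufin fluorescence, excitation 544, emission 590 nm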
The depositor's hits bear a star; / = not tested or not shown. Unless noted, no stated cut-off is given here; in the data, active means inhibition above about 50%; inactive means the rest.

SMILES	Diaphorase inh	G6PDH CS	TLR4-MyD88 BLA	RAM network inh	S1P3 antagonist	Hsp70 act	DTT redox prof	PMI activator	Diaphorase act	L major viab	PMI act satM6P
CCN(CC)C(=O)/C(=C/c1cn(S(=O)(=O)N(C)C)c2ccccc12)NC(=O)c1ccc(OC)cc1	-4.3	1.2	5.7	2.0	2.9	-0.2	6.1	1	1	13.0	1.1
CCCC(=O)NC(NC1CCS(=O)(=O)C1)C(Cl)(Cl)Cl (stereo unspecified)	8.1	15.5	2.1	1.8	3.4	0.4	-0.5	0.9	0.9	-4.6	0.9
C=CCn1c(COc2ccc(F)cc2)nnc1SCC(=O)c1c[nH]c2c(CC)cccc12	1.2	-6.3	-16.4	0.0	0.1	-0.1	0.9	1	1	1.6	1.1
Cc1ccc(C2=NN(CC(=O)NCc3cccs3)C(=O)CC2)cc1	-1.4	-2.5	-0.5	-0.3	3.8	0.4	0.0	1	1	-8.7	1
CCC/C(O)=C1\C(=O)CC(c2ccccc2)CC1=NCCc1c(C)[nH]c2ccccc12 (stereo unspecified)	6.6	13.3	-3.4	3.6	-6.7	0.1	0.9	0.9	0.9	18.3	0.9
CC(C)(C)OC(=O)c1c(N)n(CCCN2CCCC2=O)c2nc3ccccc3nc12	-0.9	6.2	-7.4	0.0	5.2	-0.3	-0.1	1	1	-4.6	0.9
Cc1cc(=O)[nH]c(SCc2cccc(Br)c2)n1	-7.7	2.5	2.5	3.4	15.0	-0.1	0.9	0.9	1.1	-9.6	1.1
O=S(=O)(/N=C(\Nc1ccc(F)cc1)C(F)(F)F)c1ccccc1	-4.4	-2.2	-2.9	0.4	/	0.1	-3.5	1.1	1	-5.3	0.8
Cc1sc2nc(SCC(=O)NCc3ccco3)n(Cc3ccccc3)c(=O)c2c1C	-1.4	8.1	-9.7	3.3	/	0.0	0.1	1.1	1	10.0	1.1
O=C(NC1CCC(NC(=O)C2CCCO2)CC1)C1CCCO1 (stereo unspecified)	-7.0	-0.4	3.4	1.7	-1.6	0.5	0.6	1	1.1	-10.5	1.1
COc1ccc(N2CC(C(=O)Nc3ccccc3C(=O)NCc3ccco3)CC2=O)cc1 (stereo unspecified)	14.3	-11.7	-10.6	3.1	/	-0.5	2.6	0.9	0.9	0.0	1
Cc1cc(=O)oc(C)c1C(=O)NCCC1=CCCCC1	15.8	14.8	-4.3	0.7	/	-0.3	-1.0	0.9	0.8	-6.7	0.9
c1csc(Cc2nn3c(-c4n[nH]c5c4CCC5)nnc3s2)c1	21.7	4.6	1.1	-0.4	9.6	0.0	-1.4	1.1	0.8	26.0	1.4
N#CCSc1nc2cc(C(=O)N3CCCC3)ccc2c(=O)n1Cc1ccccc1	3.9	4.1	-15.3	3.1	-14.1	0.0	1.4	1	1	11.9	1.1
CC1CCN(Cc2c(O)ccc3c2O/C(=C\c2ccco2)C3=O)CC1	30.1	10.3	17.8	-0.4	3.0	-0.1	0.5	1.2	0.7	18.7	1
COc1cc(/C=N/NC(=O)C2(O)c3ccccc3-c3ccccc32)ccc1O	6.6	-6.4	0.3	4.1	5.8	-0.5	-0.2	0.9	0.9	-5.0	1
CC(=O)c1cccc(NC(=O)c2cc3nc(C)cc(C)n3n2)c1	10.9	0.9	-13.9	1.0	-20.4	0.0	3.9	0.9	0.9	14.6	0.9
Cc1nc(NC(=O)c2ccccc2)sc1-c1csc(Nc2ccc(F)cc2)n1	22.4	7.7	6.8	4.5	/	0.0	9.9	0.6	0.8	19.8	0.5
Cc1ccccc1Nc1nc(N)nc(CSc2nc3ccccc3c(=O)n2CCCO)n1	15.7	5.5	-1.2	-1.2	7.2	-0.2	-2.2	0.9	0.8	8.4	0.9
Cc1ccccc1Nc1nc(N)nc(COC(=O)c2cccc(S(=O)(=O)N(C)c3ccccc3)c2)n1	18.9	-6.1	12.7	3.4	-21.6	0.0	-0.6	1	0.8	31.9	1
CCCc1cc(SCC(=O)Nc2c(C)n(C)n(-c3ccccc3)c2=O)n2c(nc3ccccc32)c1C#N	23.2	19.2	3.3	2.5	/	-0.2	1.4	1.4	0.8	48.7	1.6
O=C(CSCCO)N1CCc2ccccc21	6.7	0.0	-3.5	0.5	-6.4	-0.1	-0.1	1	0.9	-1.9	1
CCCCCCC(=O)N1CCC(c2nc3c(nnn3Cc3ccccc3Cl)c(=O)[nH]2)CC1	3.3	2.8	-5.5	2.9	-4.5	0.0	-0.4	0.9	1	6.7	0.9
CSc1ccc(C(=O)C2CCCN(C(=O)c3ccc(C)nc3)C2)cc1 (stereo unspecified)	3.8	7.7	1.0	0.9	-18.8	0.0	-1.2	1	1	-4.4	1.1
Cc1c(Cl)c([N+](=O)[O-])nn1CC(=O)N1CCc2ccccc2C1	10.7	15.4	-4.4	4.5	/	0.0	-5.5	0.8	0.9	-4.3	0.9
Further structures.
SMILES	Diaphorase inh	G6PDH CS	TLR4-MyD88 BLA	RAM network inh	S1P3 antagonist	Hsp70 act	DTT redox prof	PMI activator	Diaphorase act	L major viab	PMI act satM6P
Cc1nc2ccc(C(=O)N3CCN(c4ccccn4)CC3)cc2s1	13.0	14.8	-2.6	-1.1	-7.0	-0.1	0.3	0.8	0.9	-4.5	0.9
Cc1ccc(C)c(Nc2ncnc3nc[nH]c23)c1	2.8	2.2	-3.9	2.1	10.6	0.1	0.0	1.1	1	-3.8	1.1
COc1cc(C=O)ccc1OCCOCCOc1ccccc1Cl	1.2	6.5	-2.6	1.0	/	-0.1	-4.3	1	1	0.5	1
CCCCCn1c(N)c(-c2nc3ccccc3o2)c2c([N+](=O)[O-])nn(CC)c(=O)c21	-0.5	7.1	-4.6	6.3	6.0	-0.4	0.6	1	1	-1.1	1
COc1cc([N+](=O)[O-])c2ncsc2c1	-5.3	0.9	-18.8	1.6	-21.5	0.2	-0.1	1	1.1	0.0	0.7
COc1ccc(/C=C(\NC(=O)c2cccs2)C(=O)Nc2ccc(C)cc2)cc1OC	6.3	-3.8	2.3	5.6	-7.7	0.1	-0.2	1	0.9	-1.6	1
COC(=O)c1cc2sccc2n1CC(=O)Nc1cccc(SC)c1	12.0	-14.0	5.2	5.0	17.6	0.6	-2.2	0.9	0.9	-2.8	0.9
COC(=O)c1sccc1NC(=S)N1CCC(C)CC1	19.1	-0.4	11.6	2.7	/	0.1	-0.1	0.9	0.8	-2.0	0.9
CCC(C)n1cnc2c(c1=O)c1nc3ccccc3nc1n2Cc1ccc(OC)cc1 (stereo unspecified)	21.7	12.7	11.6	1.7	/	-0.1	0.7	0.9	0.8	1.4	0.8
CN1CCN(c2ccccc2NC(=O)c2cccc([N+](=O)[O-])c2)CC1	0.4	9.8	7.1	0.5	-9.5	-0.1	-1.7	1	1	-2.6	0.9
Cc1cc(N2CCC(C)CC2)n2nc(C)c(-c3ccccc3)c2n1	21.7	15.2	3.0	2.1	-37.9	-0.3	-3.2	0.9	0.8	11.8	0.9
COC(=O)c1ccc(N2CCN(S(=O)(=O)c3ccc4ccccc4c3)CC2)c([N+](=O)[O-])c1	11.6	3.3	0.6	1.6	/	-0.3	-3.6	0.9	0.9	17.7	1
Cc1ccc(OCCn2cc(/C(N)=N/O)c3ccccc32)cc1C	6.0	0.0	-2.8	0.7	-19.3	0.1	1.5	1	0.9	21.1	1
O=C(CN1CCN(c2nc(-c3ccccc3)cs2)CC1)NNC(=O)c1ccc(Br)cc1	13.6	-43.8	-2.7	0.6	/	-0.1	-8.0	0.9	0.9	-8.5	1
COC(=O)C(NC(=O)c1ccccc1)c1ccccc1 (stereo unspecified)	16.6	1.4	11.4	1.6	-10.4	-0.2	1.6	1	0.8	0.6	0.9
Cc1cc(C)c2oc(-c3cccc(NC(=O)c4ccc(F)cc4)c3)nc2c1	3.9	1.7	-14.1	3.1	/	-0.4	-1.1	1	1	65.3*	1
CC(C)Cc1nc2ccccc2n1CCc1ccccc1	12.4	4.1	-3.5	0.4	13.1	-0.4	0.8	1	0.9	55.7*	1
O=C(NC(=S)Nc1cccc(C(F)(F)F)c1)c1csnn1	3.1	9.4	10.9	-0.9	12.1	0.3	-0.3	1	1	-0.8	1.1
Cc1cc(C(=O)OCC(N)=O)c(C)n1-c1ccccc1	2.3	-0.1	1.3	1.5	-10.8	0.1	-1.8	1	1	-1.1	1
CC1=C(C#N)c2nc(N)c(C#N)c(C)c2/C1=C\c1ccc(-c2ccccc2C(=O)O)o1	62.1*	-4.6	3.4	7.0	-2.2	0.2	0.4	1.2	0.4	47.8	0.9
Cc1c(C(=O)N2CCN(C(=O)c3ccco3)CC2)sc2nc(-c3ccc(F)cc3)cn12	15.3	-30.6	-8.0	0.5	4.5	-0.4	-0.4	0.9	0.8	-4.0	0.9
CN(C)CCNC(=O)/C(=C/c1ccc(-c2ccc(Cl)cc2)o1)NC(=O)c1ccccc1	0.4	10.6	-16.5	2.6	-11.4	-0.1	-0.5	1	1	100.2*	0.9
COc1cc(/C=N/OCC(=O)NC2CCCCC2)ccc1OCc1ccccc1	25.6	15.6	4.9	7.2	-5.8	-0.2	-0.3	0.8	0.7	6.0	0.8
CSc1ccc(NC(N)=S)cc1	8.6	4.0	12.4	0.9	9.3	0.1	-0.7	0.9	0.9	4.7	0.9
CCOC(=O)c1ccc(NC(=S)NNC(=O)C2(C)CC2(Cl)Cl)cc1 (stereo unspecified)	20.8	5.8	0.8	3.5	/	0.0	0.9	0.8	0.8	-10.4	0.9
CC1=C(C(=O)OCc2ccccc2)C(c2cccs2)N2C(=O)CCSC2=N1 (stereo unspecified)	0.6	4.1	-23.6	0.7	-14.2	-0.1	-0.3	1	1	14.8	1
Cc1ccc(F)cc1NC(=O)C1CCCN(c2ncccn2)C1 (stereo unspecified)	10.4	-3.1	-1.2	1.8	-6.8	0.3	2.3	0.9	0.9	-2.9	0.9
CC(=O)Nc1ccc(S(=O)(=O)Nc2ccc(=O)n(Cc3ccc(Cl)c(Cl)c3)c2)cc1	9.6	3.5	3.1	-0.4	3.8	-0.4	-2.0	1.1	0.9	-7.0	1.1
CCCCC(=O)N(c1ccc(OCC)cc1)C1C=CS(=O)(=O)C1 (stereo unspecified)	8.9	4.7	-3.5	-0.5	-18.7	-0.5	0.1	1	0.9	16.9	1
CC(C)(C)C1c2[nH]c3ccccc3c2CCN1Cc1cccc(OCCO)c1 (stereo unspecified)	23.2	6.1	0.2	0.3	6.2	0.4	-0.6	1	0.8	24.4	1
